MT stabilize HCS = stabilizes microtubules in HeLa cells. HeLa tubulin immunostaining HCS, 24 h; share of cells brighter than vehicle mean+2SD. % tubulin-high responders, % at 10 µM. 0.83% of 200,000 active. AID 2205;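 active = plate Z-score above 3 for both tubulin-high and condensed-nucleus cell shares, with cell loss under 80%, at 10 µM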;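 also: anti alpha tubulin signal scored within the nucleus-defined area of each cell; some results filed as inactive read as strong as hits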
NOD2 inhibition = inhibition of NOD2-driven NF-kB reporter – cell-based, luminescence, uHTS, HEK293 (AID 1566); inhibition, % at 4 µM, or EC50 in µM where a hit was titrated; 0.63% of 290,000 active; HEK293 NOD2/NF-kB luciferase reporter, luminescence; higher % means a stronger effect; in the data active = inhibition above about 50%; also: many of its hits are not listed in these tables
bCat nuc transl = beta-catenin nuclear translocation modulation. 0.3% of 190,000 active. AID 1665. nuclear translocation activity, % at 5 µM. HeLa beta-catenin nuclear translocation, immunofluorescence imaging;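 active = nuclear translocation activity above 50% at 5 µM, with a well cell count of 50 or more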;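 also: per-cell ratio of nuclear to cytoplasmic median beta-catenin stain intensity; plate controls were DMSO negative control for no effect and GSK-3 inhibitor IX positive control for full effect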
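Assay system: human HeLa cells, native beta-catenin; doses: 5 µM primary, 0.02–20 µM confirmation; incubation: compound treatment 24 h, 37°C, 5% CO2; technique: fluorescence imaging of beta-catenin antibody stain plus DAPI; measure: % activation, nuclear-to-cytoplasmic median beta-catenin signal ratio per cell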
Dynein cargo inh = blocks dynein driven cargo transport along microtubules; 3617.4 mouse cells, GR-EGFP nuclear translocation imaging; test concentration mostly 20 µM; stimulated with dexamethasone, 1 µM; hits give low values; z-score, hits read low; 0.47% of 220,000 active; AID 1381;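 active = plate z-score of nuclear minus cytoplasmic receptor signal below a set negative limit, without overly bright fluorescence or cell loss, cut at about -3.5 in these data, passing the limit was not always enough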;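 also: z-score of nuclear minus cytoplasmic ring GR-EGFP intensity difference per well; some compounds called inactive have numbers as strong as hits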
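Also added – dexamethasone, 1.0 µM final · Buffer or medium – tet-free, stripped-serum medium · Schedule – induction 48 h, compound 1 h, agonist 30 min · Detection – formaldehyde fixation, Hoechst nuclear stain, 10x automated fluorescence imaging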
Lipid droplet = hepatic lipid droplet formation modulation. AML12 mouse hepatocytes, oleate lipid droplets, BODIPY imaging. inhibition, % at 6.5 µM. 0.4% of 240,000 active. AID 1656;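 active = lipid droplet intensity inhibited by at least 50%, with more than 500 cells counted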
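Assay system: AML12 hepatocytes (mouse) / Also added: 100 µM oleic acid challenge / Times: overnight treatment with compound plus oleate / Detection: high-content imaging of BODIPY-stained droplets and DAPI nuclei / Evaluation: % inhibition of lipid droplet signal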
Insulin prom up = MIN6 insulin promoter up-regulation; MIN6 insulin promoter-GFP reporter, high-content imaging; hits give high values; z-score at 5 µM; 0.3% of 190,000 active;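 active = z-score above 3 at 5 µM with at least 500 cells counted in the well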
Autophagy mod = alters autophagy in cells; MEF GFP-LC3 puncta imaging; test concentration mostly 10 µM; calls only at 10 µM (by protocol); 0.98% of 190,000 active; AID 463193;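 active = percentage of spot-positive cells more than 3 SD above its plate mean, without a fluorescence outlier flag or 80% toxicity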;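 also: spot-positive cell cutoff set from DMSO-treated cells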
WT yeast gro inh = growth inhibition of WT yeast, mitochondrial fusion screen. 2.1% of 190,000 active. mitochondrial fusion phenotypic screen, WT strain. inhibition, % at 10 µM; in the data active = inhibition above about 58%; tested in S. cerevisiae
Yfh1-off respiration = enhancers of respiration in Yfh1-depleted yeast, dose response, Friedreich's ataxia, plus single-dose screen (AID 1465); 0.074% of 220,000 active; one-dose fold induction at 50 µM; EC50 in µM for titrated hits; S. cerevisiae Yfh1-off respiration, WST-1 reduction, 72 h; higher fold induction means a stronger effect;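 active = fold induction of absorbance versus untreated yeast above a set limit, then at least 30% activation at any dose in follow-up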;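 also: activators that raise dye reduction in frataxin-depleted yeast; strong numbers were not always called active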
WT yeast gro inh mutant strain = recorded beside WT yeast gro inh, whose call it bears; inhibition, %; mitochondrial fusion phenotypic screen, mutant strain inhibition
Dynein cargo inh cytoplasmic EGFP = second read-out of Dynein cargo inh, no call of its own (marks repeat the call); z-score; measured here: cytoplasmic GR-EGFP intensity; hits give high values
Dynein cargo inh nuclear GR-EGFP = second read-out of Dynein cargo inh, no call of its own (marks repeat the call); z-score; measured here: nuclear GR-EGFP intensity;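 lower value marks the stronger effect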
Dynein cargo inh cell count = recorded beside Dynein cargo inh, whose call it bears; z-score; measured here: cell count per field
Insulin prom up cell count = recorded beside Insulin prom up, whose call it bears; cell count; measured here: cytotoxicity, nuclei count;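 total cells summed across four imaged fields per well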
Lipid droplet cells 6.5 µM = second read-out of Lipid droplet, no call of its own (marks repeat the call); cell count; measured here: cell count, cytotoxicity flag;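 cells counted across two imaged fields per well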
bCat nuc transl cell count 5 µM = recorded beside bCat nuc transl, whose call it bears; cell count; measured here: cell count, cytotoxicity flag
MT stabilize HCS Hoechst-high % = recorded beside MT stabilize HCS, whose call it bears; % Hoechst-high responders; measured here: nuclear condensation Hoechst responders;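 share of cells brighter than vehicle mean plus two SD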
MT stabilize HCS cytotoxicity % = further read-out of MT stabilize HCS, marked with its call; toxicity, %; measured here: cytotoxicity by cell density;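 0% = mean cell density of plate MIN control wells and 100% = no cells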
Autophagy mod cell loss 18 h = further read-out of Autophagy mod, marked with its call; toxicity, %; measured here: cell loss, nuclei count;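 cell loss after 18 h compound exposure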
* = called active by the depositor; i = inactive; . = no result given.

Order of results: MT stabilize HCS	MT stabilize HCS Hoechst-high %	MT stabilize HCS cytotoxicity %	NOD2 inhibition	bCat nuc transl	bCat nuc transl cell count 5 µM	Dynein cargo inh	Dynein cargo inh cytoplasmic EGFP	Dynein cargo inh nuclear GR-EGFP	Dynein cargo inh cell count	Lipid droplet	Lipid droplet cells 6.5 µM	Insulin prom up	Insulin prom up cell count	Autophagy mod	Autophagy mod cell loss 18 h	WT yeast gro inh	WT yeast gro inh mutant strain	Yfh1-off respiration
> Cc1nc2ccccc2n1CC(=O)N1CC(=O)Nc2ccccc21
    1.7	1.5	4.0	12%	-4.8	1131	0.2	-0.24	0.26	0.49	3	770	-0.7	1145	i	2	24	18	i
> CC(C)NC(=O)CSc1nc2ccccc2n1CC(=O)N1CCc2ccccc21
    5.2	4.5	5.8	8%	-9.6	905	0.18	-0.26	-0.099	0.42	.	.	-0.65	1409	i	27	-18	-14	i
> CCCn1c(O)c(/C=C2\C=NN=C2c2ccccc2)sc1=S
    2.4	1.3	0.4	17%	1.6	1386	-0.26	-0.21	-0.22	0.57	.	.	-0.67	1388	i	10	-18	-2	i
> O=C(ONC1=NCCCCC1)c1ccc([N+](=O)[O-])cc1
    2.3	1.3	3.7	4%	-1.1	1118	0.034	-0.36	-0.36	0.73	4	659	-0.96	1391	i	-1	-5	4	i
> COc1ccc(N2CCN(CC(=O)N3CCC(C)CC3)CC2)cc1
    2.0	2.3	12	0%	-0.4	1115	-0.5	-0.22	-0.17	0.7	.	.	-0.33	1240	i	-18	-11	-21	i
> C=CCn1c(Cc2ccc(OC)cc2)nnc1SCC(N)=O
    1.4	1.9	8.2	8%	-3.7	1013	1.9	0.71	0.89	-0.37	-5	779	0.2	791	i	-7	7	-8	i
> Cc1n[nH]c(C)c1S(=O)(=O)N1CCN(C(=O)c2ccco2)CC1
    5.7	2.8	5.9	5%	-2.8	884	-0.65	-0.18	-0.14	1.1	.	.	-0.44	1529	i	16	-28	-19	i
> Cn1c(=O)c2c(nc(N3CCCCC3)n2CCSc2nc3ccccc3s2)n(C)c1=O
    2.8	2.7	3.9	11%	0.9	767	0.44	-0.18	0.68	0.26	.	.	1.4	969	i	8	15	-4	i
> CC1(C)NC(C)(C)c2nonc2/C1=N\O
    1.9	3.0	12	5%	-3.2	890	-0.23	-0.16	0.2	-0.16	.	.	0.53	1173	i	-13	5	2	i
> Cc1nc(Nc2ccccc2)sc1C
    3.2	3.9	7.4	-18%	-3.0	974	-0.55	-0.36	0.27	0.38	3	647	-0.2	1633	i	0	6	12	i
> Cc1ccc(C)c(N2CCN(C(=O)Cn3c(=O)[nH]c4ccsc4c3=O)CC2)c1
    0.7	1.2	4.9	-6%	.	.	0.011	0.036	0.018	-0.13	14	788	.	.	i	-10	41	8	i
> N/C(=N\OC(=O)c1cc(-c2ccccc2)nc2ccccc12)c1ccncc1
    3.4	5.1	3.3	4%	-0.6	1379	-0.89	-0.17	0.2	2	.	.	-0.57	1324	i	-28	8	-2	i
> CSc1ccc(/C=N/n2c(Cc3ccc(Br)cc3)n[nH]c2=S)cc1
    1.0	0.7	9.0	8%	-0.3	1103	-0.76	-0.071	-0.5	-0.16	4	688	-0.26	1431	i	12	71*	24*	i
> CCOc1cc2c3c(c1)C1(C(=O)N3C(C)(C)CC2C)C(C#N)=C(N)N2C(=C1C#N)Nc1ccccc12 (stereo not drawn)
    2.1	5.6	7.3	-16%	4.8	543	-0.11	-0.29	-0.48	0.59	3	669	0.16	1391	i	-7	19	-4	i
> CCOc1cc(N2CCOCC2)c(OCC)cc1NC(=O)CSc1nccc(C)n1
    6.5	1.8	8.0	11%	1.1	1061	0.63	-0.32	0.56	-0.57	19	714	0.13	1419	i	4	-22	6	i
> CCOC(=O)N1CCC(NC(=O)c2cnn3cccnc23)CC1
    2.1	0.7	23	-2%	-1.4	1066	0.074	-0.26	0.2	0.023	-12	742	0.2	1257	i	-3	9	6	i
> CC1(C)c2ccccc2-c2nc3ccccc3cc2C1O (stereo not drawn)
    .	.	.	20%	1.1	1042	0.81	-0.27	0.39	-0.45	5	850	-0.25	1465	.	.	.	.	i
> COc1ccc(Oc2c(-c3ccc(O)cc3O)n[nH]c2C)cc1
    3.9	3.0	5.3	1%	-0.2	946	-0.34	-0.31	0.26	-0.2	.	.	-0.23	1346	i	-4	-10	-7	i
> CNC(=S)N(Cc1ccccc1)Cc1cccnc1
    .	.	.	7%	1.9	1322	1.4	-0.26	1.3	-0.44	.	.	-0.6	1115	.	.	.	.	i
> COc1cccc(/C=N/n2c(N)nc3ccccc32)c1OC
    2.7	1.5	5.6	-71%	-2.3	1053	-0.9	-0.21	-0.27	0.89	22	808	1.3	876	i	-19	20	30	i

(further entries)
| SMILES | MT stabilize HCS | MT stabilize HCS Hoechst-high % | MT stabilize HCS cytotoxicity % | NOD2 inhibition | bCat nuc transl | bCat nuc transl cell count 5 µM | Dynein cargo inh | Dynein cargo inh cytoplasmic EGFP | Dynein cargo inh nuclear GR-EGFP | Dynein cargo inh cell count | Lipid droplet | Lipid droplet cells 6.5 µM | Insulin prom up | Insulin prom up cell count | Autophagy mod | Autophagy mod cell loss 18 h | WT yeast gro inh | WT yeast gro inh mutant strain | Yfh1-off respiration |
| --- | --- | --- | --- | --- | --- | --- | --- | --- | --- | --- | --- | --- | --- | --- | --- | --- | --- | --- | --- |
| O=C(/C=C/c1ccco1)N1CCc2ccccc21 | 1.6 | 1.5 | 2.0 | -86% | -2.9 | 1075 | -1.9 | 0.11 | -0.73 | -0.33 | 1 | 675 | -0.85 | 1163 | i | 23 | 23 | -3 | i |
| O=C(CNS(=O)(=O)c1ccc(Br)s1)NCC1COc2ccccc2O1 (stereo not drawn) | 7.1 | 1.5 | 3.5 | 11% | -2.8 | 1004 | -0.8 | 0.4 | -0.18 | -0.11 | . | . | -0.99 | 1470 | i | 30 | 48 | 20 | i |
| Cc1ccc(/C=N/NC(=O)C2=NNC(c3ccccc3)(c3ccccc3)C2)c(O)c1 | 1.7 | 0.6 | 21 | 4% | -0.8 | 498 | -1 | -0.25 | -0.68 | 0.87 | -79 | 550 | . | . | i | 36 | 5 | 3 | i |
| O=C(NCc1ccc2c(c1)OCO2)Nc1ccc2nsnc2c1 | 3.0 | 1.5 | 3.0 | -8% | 3.8 | 978 | 0.48 | -0.26 | 0.43 | -0.36 | -12 | 687 | -1 | 1458 | i | 11 | 8 | 7 | i |
| CCCc1nc(N)sc1C(=O)OCC | 2.3 | 2.3 | 5.2 | 9% | 3.8 | 1350 | -0.84 | -0.19 | 0.13 | 1.7 | . | . | 0.22 | 1570 | i | 7 | 2 | 15 | i |
| COc1ccc(CCN2CC(C(=O)NCc3ccc(F)cc3)CC2=O)cc1OC (stereo not drawn) | . | . | . | 11% | 0.8 | 1290 | -1.1 | -0.29 | -0.51 | 1.7 | -23 | 700 | -0.03 | 1038 | . | . | . | . | i |
| COc1ccc(N=c2oc3cc(O)ccc3cc2C(=O)NCC2CCCO2)cc1 (stereo not drawn) | 3.6 | 3.1 | 5.2 | -90% | 0.6 | 989 | 0.14 | -0.21 | 0.25 | -0.55 | . | . | -0.91 | 1399 | i | 5 | 16 | 23 | i |
| CCOC(=O)COc1ccccc1/C=N/O | 3.1 | 2.0 | 8.4 | -4% | -2.6 | 619 | -0.47 | -0.24 | -0.15 | 0.63 | 10 | 581 | 0.83 | 1311 | i | -23 | -2 | 8 | i |
| CC1(C)N=C(/C=N/O)CN1O | 1.8 | 1.6 | 5.3 | -3% | -4.7 | 906 | 0.28 | -0.2 | -0.049 | -0.079 | . | . | 1.2 | 1160 | i | 1 | -3 | -9 | i |

A different layout for two compounds above.
Cc1ccc(/C=N/NC(=O)C2=NNC(c3ccccc3)(c3ccccc3)C2)c(O)c1
  MT stabilize HCS = 1.7; MT stabilize HCS Hoechst-high % = 0.6; MT stabilize HCS cytotoxicity % = 21; NOD2 inhibition = 4%; bCat nuc transl = -0.8; bCat nuc transl cell count 5 µM = 498; Dynein cargo inh = -1; Dynein cargo inh cytoplasmic EGFP = -0.25; Dynein cargo inh nuclear GR-EGFP = -0.68; Dynein cargo inh cell count = 0.87; Lipid droplet = -79; Lipid droplet cells 6.5 µM = 550; Insulin prom up = .; Insulin prom up cell count = .; Autophagy mod = i; Autophagy mod cell loss 18 h = 36; WT yeast gro inh = 5; WT yeast gro inh mutant strain = 3; Yfh1-off respiration = i
O=C(NCc1ccc2c(c1)OCO2)Nc1ccc2nsnc2c1
  MT stabilize HCS = 3.0; MT stabilize HCS Hoechst-high % = 1.5; MT stabilize HCS cytotoxicity % = 3.0; NOD2 inhibition = -8%; bCat nuc transl = 3.8; bCat nuc transl cell count 5 µM = 978; Dynein cargo inh = 0.48; Dynein cargo inh cytoplasmic EGFP = -0.26; Dynein cargo inh nuclear GR-EGFP = 0.43; Dynein cargo inh cell count = -0.36; Lipid droplet = -12; Lipid droplet cells 6.5 µM = 687; Insulin prom up = -1; Insulin prom up cell count = 1458; Autophagy mod = i; Autophagy mod cell loss 18 h = 11; WT yeast gro inh = 8; WT yeast gro inh mutant strain = 7; Yfh1-off respiration = i

Source: PubChem

The list is partial, so the mix of outcomes need not match the whole.
